# LEDGF integ inh – blockers of LEDGF/p75-dependent integrase strand transfer – biochemical, TR-FRET, high throughput, primary screen | HIV-1 integrase (with human LEDGF/p75) | TR-FRET IN-LEDGF/p75 DNA integration, Eu/Cy5 | inhibition, % at 3.7 µM | 370,000 tested, 0.64% active | AID 743269, 2014;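 active = inhibition above the screen-wide mean plus 3 SD, cut at about 13% in these data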;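 note: signal is the Cy5 over europium emission ratio at 671 and 618 nm; 0% = plate median of compound wells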
# PLC-gamma1 inh – PLC-gamma1 enzyme inhibitors, primary screen, biochemical, fluorescence, purified enzyme; AID 720700, 2013; fluorogenic substrate; 370,000 tested, 0.84% active; inhibition, % at 12.2 µM; 1-phosphatidylinositol 4,5-bisphosphate phosphodiesterase gamma-1 (Homo sapiens), P19174; in the data active = inhibition above about 9.5%
# Tn6 DDE FP – inhibitors of Tn6 peptide binding to fibrin DD(E), primary screen, biochemical, fluorescence polarization, human fibrin, Tn6 probe; inhibition, % at 8.3 µM; Fibrin DD(E) TRITC-Tn6 fluorescence polarization displacement; AID 720509, 2013; 370,000 tested, 0.21% active; Fibrinogen beta chain (Homo sapiens), P02675;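 active = inhibition above a per-campaign cutoff: mean of compounds within control limits plus 3 SD, cut at about 15% in these data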;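 note: 0% = median of all compound wells on the plate and 100% = blocking peptide control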
# ARFGAP1 inh – inhibitors of rat ARFGAP1 GAP activity, primary screen, biochemical, fluorescence polarization, GDP tracer; ADP-ribosylation factor GTPase-activating protein 1 (Rattus norvegicus), Q62848; Arfgap1-stimulated ARF1 GTP hydrolysis, GDP FP detection; inhibition, % at 16.5 µM; 360,000 tested, 0.26% active;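 active = inhibition above a per-plate limit, mean inhibition of low control wells plus 3 SD, cut at about 25% in these data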;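 note: 0% = DMSO wells with enzyme and 100% = wells lacking Arfgap1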
# Target sequence (Q62848 1-136 limits assumed): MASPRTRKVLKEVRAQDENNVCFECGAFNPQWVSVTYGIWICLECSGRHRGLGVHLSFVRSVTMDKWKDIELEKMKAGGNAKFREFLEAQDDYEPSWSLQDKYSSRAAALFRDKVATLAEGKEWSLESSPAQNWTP
#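 System: truncated rat Arfgap1 GAP domain / Benchmarks: high control wells lacking Arfgap1, low control full reaction with DMSO / Times: compound-enzyme preincubation 20 min, reaction 120 min, detection 60 min, 25 °C / Repeats: one replicate per compound / Also added: human ARF1(Δ1-17)-GTP substrate / Measured by: Tracer-displacement fluorescence polarization with EDTA stop, 620/688 nm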
# ASAP1 GAP inh – inhibitors of human ASAP1 ArfGAP activity, primary screen, biochemical, fluorescence polarization | Arf-GAP with SH3 domain, ANK repeat and PH domain-containing protein 1 (Homo sapiens), … | ASAP1-stimulated ARF1 GTP hydrolysis, GDP FP detection | inhibition, % at 16.5 µM | 360,000 tested, 0.19% active | AID 624377, 2012; in the data active = inhibition above about 25%;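 note: 0% = vehicle with enzyme and substrate and 100% = no enzyme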
# TDP2 inh – human TDP2 enzyme inhibitors, primary screen, biochemical, epi absorbance, recombinant enzyme | Tyrosyl-DNA phosphodiesterase 2 (Homo sapiens), O95551 | T5PNP hydrolysis, p-nitrophenol absorbance 415 nm | inhibition, % at 12.8 µM | 370,000 tested, 0.34% active;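 active = inhibition above the mean of all tested compounds plus 3 SD, set per campaign, cut at about 25% in these data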;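 note: 0% = DMSO with enzyme and 100% = buffer with substrate but no TDP2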
# Target sequence (O95551 whole entry, looked up): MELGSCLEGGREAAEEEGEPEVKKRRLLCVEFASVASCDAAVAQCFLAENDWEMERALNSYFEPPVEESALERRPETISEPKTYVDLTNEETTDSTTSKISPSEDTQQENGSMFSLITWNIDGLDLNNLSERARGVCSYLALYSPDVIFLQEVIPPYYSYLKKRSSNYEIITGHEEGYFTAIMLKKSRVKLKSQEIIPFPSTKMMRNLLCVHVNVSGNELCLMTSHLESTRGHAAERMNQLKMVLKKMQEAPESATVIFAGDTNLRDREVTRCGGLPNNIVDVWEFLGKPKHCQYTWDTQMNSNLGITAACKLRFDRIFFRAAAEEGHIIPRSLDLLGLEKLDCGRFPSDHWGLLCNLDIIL
#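 Test system: human TDP2 enzyme; Input: 120 nM TDP2 per well; Buffer or medium: Mg2+-containing Tris-HCl buffer, pH 7.5; Reagent: 5 mM T5PNP; Dosing: 12.8 µM single point, 1% DMSO; Incubation: reaction 2 h, 37 °C; Detection: p-Nitrophenol epi absorbance; Read-out: % inhibition relative to enzyme-containing and enzyme-free wells; Replicates: single well per compound.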
# ADAM10 inh – human ADAM10 inhibitors, primary screen, biochemical, QFRET, HTS. Disintegrin and metalloproteinase domain-containing protein 10 (Homo sapiens), O14672. recombinant ADAM10, EDANS/DABCYL FRET peptide cleavage, 3 h. inhibition, % at 7 µM. 370,000 tested, 0.62% active;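 active = inhibition above a per-campaign cutoff equal to the mean of compounds falling between control-based bounds plus 3 SD, cut at about 20% in these data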;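 note: 0% = DMSO wells while the 100% control is not disclosed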
# ADAM17 inh – ADAM17 inhibitors, primary screen, biochemical, QFRET. Disintegrin and metalloproteinase domain-containing protein 17 (Homo sapiens), P78536. recombinant ADAM17, EDANS/DABCYL FRET peptide cleavage. inhibition, % at 6.95 µM. 370,000 tested, 0.83% active;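 active = inhibition above the mean of compounds lying between control limits plus 3 SD, set per campaign, cut at about 8.5% in these data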;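 note: 0% = DMSO-only wells as the low control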
# Target sequence (P78536 215-824 limits assumed): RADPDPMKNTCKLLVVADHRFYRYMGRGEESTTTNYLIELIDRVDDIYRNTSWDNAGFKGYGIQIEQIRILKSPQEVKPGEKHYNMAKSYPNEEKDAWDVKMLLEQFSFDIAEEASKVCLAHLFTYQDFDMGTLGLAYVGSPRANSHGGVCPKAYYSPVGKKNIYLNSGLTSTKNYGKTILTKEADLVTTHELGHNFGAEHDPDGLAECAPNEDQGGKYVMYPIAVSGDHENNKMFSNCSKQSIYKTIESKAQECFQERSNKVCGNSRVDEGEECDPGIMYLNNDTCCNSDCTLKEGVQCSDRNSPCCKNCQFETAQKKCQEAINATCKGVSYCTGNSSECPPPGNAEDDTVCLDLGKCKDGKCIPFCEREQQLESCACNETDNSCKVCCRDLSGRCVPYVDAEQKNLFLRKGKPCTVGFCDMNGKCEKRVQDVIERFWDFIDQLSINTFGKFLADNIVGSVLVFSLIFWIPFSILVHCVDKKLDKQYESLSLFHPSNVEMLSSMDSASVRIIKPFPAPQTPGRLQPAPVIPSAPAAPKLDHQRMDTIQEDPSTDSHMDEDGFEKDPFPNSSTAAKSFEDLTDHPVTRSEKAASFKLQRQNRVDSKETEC
# DDE Tn7 FP inh – inhibitors of Tn7 peptide binding to fibrin DD(E), primary screen, biochemical, fluorescence polarization, human fibrin, Tn7 probe. FP displacement of FITC-Tn7 peptide from fibrin DD(E); 0% = median of compound wells per plate. inhibition, % at 8.3 µM. 370,000 tested, 0.13% active. Fibrinogen beta chain (Homo sapiens), P02675;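 active = inhibition above the mean of compounds falling within the control limits plus 3 SD of them, cut at about 14% in these data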;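 note: 0% = plate median of compound wells and 100% = 10 µM Aha-Tn7 peptide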
#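 assay system = human clot-derived fibrin DD(E) complex | quantity = Fibrin-DD(E) at 2 µM final | timing = 10 min preincubation, 3 h with tracer, room temperature | signal = fluorescence polarization | measure = percent inhibition | benchmarks = high control wells with 10 µM unlabelled Aha-Tn7 peptide (full inhibition) | replicates = singlicate testing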
# proKLK7 act – proKLK7 zymogen activators, primary screen, biochemical, fluorescence intensity; Kallikrein-7 (Homo sapiens), P49862; purified proKLK7, EDANS-DABCYL substrate fluorescence; 100% is mature enzyme control, 0% vehicle; activation, % at 7 µM; 370,000 tested, 0.9% active;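 active = activation above the mean of all tested compounds plus 3 SD, computed per campaign excluding outliers beyond control limits, cut at about 13% in these data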
# The depositor's hits bear a star; nt = not tested or not shown.
ADAM10 inh	DDE Tn7 FP inh	ASAP1 GAP inh	Tn6 DDE FP	LEDGF integ inh	TDP2 inh	ADAM17 inh	ARFGAP1 inh	PLC-gamma1 inh	proKLK7 act	SMILES
5	3	-7	1	1	-3	4	3	3	-0.2	O=C(NCc1nnc(SCc2ccc(F)cc2)n1-c1ccc(F)cc1)C12CC3CC(CC(C3)C1)C2
-8	2	1	9	-2	-9	-8	-6	2	0.0	CCCn1c(N)c(N(CCOC)C(=O)CSCC(=O)Nc2ccc(OC)cc2)c(=O)[nH]c1=O
5	-7	2	-5	2	-1	-1	2	3	0.2	O=C(CN1CCOCC1)Nc1ccc2c(c1)OCO2
-9	3	-15	2	-4	0	-7	-3	-1	-0.6	COC(=O)c1ccccc1NC(=O)CN1CCC(C)CC1
-9	6	3	11	4	-1	-5	4	-2	0.0	Cc1cc(C)c(C)c(OCC(=O)N2CCN(c3ccccn3)CC2)c1
0	10	1	-8	0	12	2	4	0	-0.5	O=C(c1ccccc1Nc1ccc(SC(F)F)cc1)N1CCCCC1
3	3	-10	-2	8	-7	6	2	3	-0.3	CSc1ncccc1C(=O)OCC(=O)c1ccccc1
-7	4	-26	8	-1	4	-6	4	-2	-0.4	Cc1ccc(NC(=O)CSc2nnc(CNC(=O)c3c(F)cccc3Cl)o2)cc1
-4	-3	0	3	0	15	1	-12	4	-0.3	COc1ccc(N2CCN(CC(=O)Nc3cccc(S(=O)(=O)N4CCOCC4)c3)CC2)cc1
2	4	-3	5	-4	0	-2	7	1	0.1	COc1ccc(NS(=O)(=O)c2ccc(NC(=O)C(C)(C(F)(F)F)C(F)(F)F)cc2)nn1
-14	2	-8	-3	1	5	-5	-1	-3	-0.3	CC(C)CNc1ncnc2c1ncn2[C@H]1CN(Cc2ccco2)C[C@@H](CO)O1
3	8	-4	-1	-2	12	-3	0	2	0.4	CCc1ccc(N(C(=O)c2ccoc2C)C(C(=O)NC2CCCC2)c2ccc(OC)cc2)cc1 (centres undefined)

# Already shown: entries from further up.
ADAM10 inh	DDE Tn7 FP inh	ASAP1 GAP inh	Tn6 DDE FP	LEDGF integ inh	TDP2 inh	ADAM17 inh	ARFGAP1 inh	PLC-gamma1 inh	proKLK7 act	SMILES
3	3	-10	-2	8	-7	6	2	3	-0.3	CSc1ncccc1C(=O)OCC(=O)c1ccccc1
-7	4	-26	8	-1	4	-6	4	-2	-0.4	Cc1ccc(NC(=O)CSc2nnc(CNC(=O)c3c(F)cccc3Cl)o2)cc1

# (further entries)
ADAM10 inh	DDE Tn7 FP inh	ASAP1 GAP inh	Tn6 DDE FP	LEDGF integ inh	TDP2 inh	ADAM17 inh	ARFGAP1 inh	PLC-gamma1 inh	proKLK7 act	SMILES
0	3	1	10	0	0	-5	3	3	0.0	NS(=O)(=O)c1ccc(CCNCc2ccccc2OCc2ccc(Cl)cc2)cc1
-6	-3	9	-1	1	0	-3	4	2	-0.3	CN(C(=O)c1ccc(-c2nn(C)c(=O)c3ccccc23)cc1)C1CCCCC1
2	0	-3	3	6	1	2	-1	4	0.3	COc1ccc(N2CCN(S(=O)(=O)CCNC(=O)c3cccs3)CC2)cc1
4	-8	3	-6	3	14	-1	-3	0	0.3	CCOc1ccc2nc(NC(=O)C3=NNC(=O)CC3)sc2c1
-15	-3	6	5	1	-7	-12	-2	-9	-0.3	O=C(NCCCN1CCCC(O)C1)c1cc(COc2ccc(F)cc2F)on1 (centres undefined)
3	-1	4	3	3	0	-1	-9	-2	0.1	CC1CCCCN1C(=O)CCn1c(=O)oc2ccccc21 (centres undefined)
3	-1	7	-6	16*	3	-2	2	2	0.1	CCOc1cc(C(=O)Nc2cccc3ncccc23)cc(OCC)c1OCC
2	-18	14	1	1	-3	6	7	-3	0.2	CC(C)C(C(=O)O)N1C(=O)/C(=C/c2cccn2C)SC1=S (centres undefined)
-12	6	6	-5	-1	6	-6	-2	0	-0.2	COc1cccc(/C=C/C(=C2/C(=O)N(c3ccccc3)N=C2C)c2ccccc2)c1OC
-34	-6	21	-6	-2	8	-5	-1	-1	-0.5	O=C(CN1CCN(S(=O)(=O)c2ccccc2)CC1)Nc1cccc(C(F)(F)F)c1
0	5	-13	-4	-1	6	0	3	0	0.3	COc1cccc(CC(NC(C)=O)C(=O)NC2CCN(c3nnnn3-c3ccccc3)CC2)c1 (centres undefined)
5	-4	nt	6	-2	-3	2	nt	-2	0.0	CC(=O)CC[C@H]1CC[C@]2(CCCN(C(=O)C3CCCCC3)C2)O1
6	-10	-2	-5	0	3	3	-2	-4	-0.8	COC(=O)c1[nH]c2ccccc2c1Sc1ccccc1
-403	-5	0	-2	0	-9	-121	6	-46	2.4	CC(=O)Nc1ccc(-c2cn3cc(C)ccc3n2)cc1
-3	0	-16	0	-5	-11	-1	2	1	0.5	CC(=O)Nc1cccc(NC(=O)c2cc(Cl)ccc2Cl)c1
-7	0	8	1	3	-11	1	-11	3	-0.3	Cc1ccc(C(C(=O)NCCc2ccccc2)N(C(=O)c2csnn2)C2CC2)o1 (centres undefined)
-5	0	-10	-2	1	6	-4	6	-3	0.2	Cc1ccc(CNS(=O)(=O)c2cn(C)cn2)cc1
3	-3	3	3	2	12	-3	6	2	0.1	CCNC(=S)NCc1ccc(OC)c(OC)c1
4	-7	-1	-6	4	0	1	-4	2	0.0	CCC(c1nnnn1C1CCCC1)N1CCN(Cc2ccccc2)CC1 (centres undefined)
-70	2	4	8	1	10	-30	4	-12	0.1	O=C(Cn1c2c(c(-c3ccccc3Cl)cc1=O)CCC2)NCCCN1CCOCC1
3	1	-10	5	-3	-1	-1	-9	-2	-0.8	CCC(CC)NC(=O)COC(=O)c1ccc(OCC(=O)Nc2ccccc2OC)c(OC)c1
-2	0	-4	-3	0	6	2	0	1	0.2	COc1cc(/C=C/C(=O)OCC(=O)Nc2ccc3[nH]c(=O)[nH]c3c2)ccc1OC(F)F
-6	9	4	4	0	4	-6	-13	-1	-0.8	Cn1c(SCC(=O)NC2CCS(=O)(=O)C2)nc2ccccc21 (centres undefined)
16	-4	-2	5	11	-13	8	1	2	-0.7	O=C(CN(CC1CCCO1)C(=O)CNS(=O)(=O)c1ccc(Cl)cc1)NCCc1ccccc1 (centres undefined)
4	-4	3	-6	4	-4	0	11	2	-0.4	Cc1cc(C(=O)CCl)c(C)n1CCc1ccc(Cl)cc1
-14	3	11	2	-2	10	-5	-7	0	0.0	CC1(C(=O)NS(=O)(=O)c2cccc(Cl)c2)CCN1C(=O)CC1CC1 (centres undefined)
-3	0	3	-3	2	7	-1	7	0	-0.1	CC(=O)c1c(C)[nH]c(C(=O)CSc2nnc(-c3cccs3)n2Cc2ccccc2)c1C
13	-3	10	-7	-1	-7	-1	4	-1	0.3	CCN(Cc1cccc(OC)c1)CC1CCCN(CCc2cccc(OC)c2)C1 (centres undefined)
1	-4	-8	2	0	-10	-1	-1	0	-0.2	Cc1ccc(NC(=O)Cn2cnc3c(cnn3C(C)(C)C)c2=O)cc1
11	-3	-3	1	4	2	-1	2	-3	0.5	O=C(O)Cc1csc(NC(=O)CSc2cccc(C(=O)O)n2)n1
2	-4	8	1	4	10	0	3	-2	0.0	O=C(NCc1ccccc1Cl)C1CCN(S(=O)(=O)c2cccc3nonc23)CC1
-20	7	-2	-6	-8	0	-8	6	2	-0.6	Cn1nc(C(=O)NNC(=O)C(CCC(N)=O)NS(=O)(=O)c2ccc(Cl)cc2)c2ccccc2c1=O (centres undefined)
-7	-7	5	8	-2	7	0	4	-4	0.4	CC(=O)c1cccc(N=Nc2c(C)[nH]c3ccccc23)c1
-5	0	0	-2	-1	6	-3	-1	-2	0.1	Clc1ccc2oc(SCc3cccnc3)nc2c1
5	2	2	0	4	0	0	-3	1	0.5	O=C(O)c1ccc(C(=O)Nc2ccc(F)cc2)cc1
-352	2	-5	-1	3	-5	-122	10	-64	-11	COc1ccc2c(COC(=O)c3cccc(S(=O)(=O)NCC(C)C)c3)cc(=O)oc2c1
0	7	-11	5	0	1	-4	4	5	-0.7	CC1CCC(CN2CCN=C2N(C)C)CC1 (centres undefined)
-13	-7	5	3	0	5	-5	15	2	-0.5	Cc1c(C(=O)OCC(=O)NC(=O)NC2CCCCC2)cccc1[N+](=O)[O-]
11	4	2	-5	3	-21	6	-4	15*	0.0	O=C(c1cccc2ccccc12)N1CCC(N2CCN(c3ccccc3)CC2)CC1
-7	-4	2	8	2	5	-4	-1	2	-0.2	CN1CCN(CC(=O)Nc2ccc(OCc3ccccc3)cc2)CC1
6	-2	-5	3	4	-15	1	-1	3	0.6	COC(=O)c1ccccc1S(=O)(=O)N1CCC(C(=O)N2CCC2)CC1
6	-1	12	1	1	0	4	6	7	-0.1	Cc1ccc2nc(SCC(=O)Nc3ccc(C)c([N+](=O)[O-])c3)[nH]c2c1
4	6	-11	-8	-3	1	-2	-12	1	0.1	COc1ccc(S(=O)(=O)N2CCC(C(=O)N3CCCCC3)CC2)cc1Cl
-1	-2	1	0	1	-2	-1	1	-2	0.3	CCC(C)[C@H](NS(=O)(=O)c1ccc(F)cc1Br)C(=O)OC (some centres undefined)
10	-3	14	2	1	-5	0	-9	-1	0.4	COc1ccc(/C=N/NC(=O)CSc2nnc(CCCc3ccc(OC)c(C)c3)o2)cc1
-5	7	7	-4	1	3	-2	0	-1	0.4	COc1ccc(CNc2ccc(-c3ccccc3OC)nn2)cc1
-17	3	-2	-4	-1	8	-9	13	-14	1.8	CCOC(=O)/C=C1\NC2(CCCCC2)Cc2cc(OC)c(OC)cc21
5	-9	-1	-3	1	2	1	5	1	-0.8	Cn1c(SCc2ccc(Cl)cc2)nnc1C1CC1

# Screens as filed in PubChem.
